GLP-1R inv ag – qHTS of GLP-1 Receptor Inverse Agonists (Inhibition Mode). Glucagon-like peptide 1 receptor (Homo sapiens), P43220. HEK293 GLP-1R CRE-luciferase, luminescence, 24 h; GLP-1R form is constitutively active. Potency, µM (titrated, usually from 38.3 µM), for inactives: at the highest dose activity change, negative = inhibition, most hits filed as inhibitors. 1.6% of 410,000 active; also: potency is read from the fitted curve at half-maximal effect; % is scaled to controls: 0 for no effect and ±100 for the full control effect; nearly all actives have a fitted effect of over 55% in size
Target sequence (P43220 whole entry, looked up): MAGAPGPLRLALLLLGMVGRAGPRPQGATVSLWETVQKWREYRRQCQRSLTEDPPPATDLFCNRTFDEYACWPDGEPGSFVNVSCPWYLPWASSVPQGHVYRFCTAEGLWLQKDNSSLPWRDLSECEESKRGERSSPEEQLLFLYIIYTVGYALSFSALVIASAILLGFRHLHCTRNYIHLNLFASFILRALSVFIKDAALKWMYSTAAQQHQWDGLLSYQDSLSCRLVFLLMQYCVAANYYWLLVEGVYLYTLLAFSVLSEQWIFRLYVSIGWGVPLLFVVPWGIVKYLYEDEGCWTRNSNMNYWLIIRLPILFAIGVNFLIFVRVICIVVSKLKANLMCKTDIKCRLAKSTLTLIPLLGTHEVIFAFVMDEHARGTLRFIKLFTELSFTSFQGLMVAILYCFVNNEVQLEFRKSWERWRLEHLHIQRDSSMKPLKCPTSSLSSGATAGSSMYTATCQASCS
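HEK293 cells stably co-expressing constitutively active GLP-1R and a cAMP-responsive luciferase reporter were seeded in DMEM with 10% Nu serum, given compounds after 12 h, and incubated 24 h at 37 deg C. Luminescence was then read.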
PTHR1 agonist – qHTS for PTHR1 Agonists: Primary Screen; Potency, µM (doses to about 115 µM), for inactives: top-dose activation, usual class: activators; AID 743266, 2014; 0.075% of 410,000 active; HEK293 GP2 PTHR1 cells, GloSensor cAMP luminescence, 1 h; also: potency is read from the fitted curve at half-maximal effect; nearly all actives have a fitted effect of over 55% in size; some results filed as inactive show a strong effect at the top dose; inactives centre near -15; many of its hits are not listed in these tables
Target sequence (Q03431 whole entry, looked up): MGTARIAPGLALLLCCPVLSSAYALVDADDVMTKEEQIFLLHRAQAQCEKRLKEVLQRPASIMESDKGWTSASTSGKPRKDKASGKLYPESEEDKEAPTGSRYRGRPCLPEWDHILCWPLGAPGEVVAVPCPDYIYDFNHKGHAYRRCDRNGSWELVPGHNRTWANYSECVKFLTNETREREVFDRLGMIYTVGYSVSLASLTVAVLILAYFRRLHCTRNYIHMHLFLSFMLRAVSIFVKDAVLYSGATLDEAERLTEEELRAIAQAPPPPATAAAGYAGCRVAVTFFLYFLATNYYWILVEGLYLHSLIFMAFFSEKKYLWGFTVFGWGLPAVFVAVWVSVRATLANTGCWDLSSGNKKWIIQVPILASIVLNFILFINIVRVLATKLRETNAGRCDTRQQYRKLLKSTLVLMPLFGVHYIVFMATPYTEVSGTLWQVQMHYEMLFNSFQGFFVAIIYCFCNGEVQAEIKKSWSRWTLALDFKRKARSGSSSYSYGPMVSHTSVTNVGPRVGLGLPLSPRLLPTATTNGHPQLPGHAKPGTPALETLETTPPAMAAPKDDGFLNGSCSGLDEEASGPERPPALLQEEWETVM
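HEK-293-derived GP2 cells expressing PTHR1 and a GloSensor cAMP reporter, 3,000/well, plated overnight, given luciferin plus IBMX (each 0.5 mM as added) for 1 h at 37 °C, then compound for 1 h at 37 °C. Luminescence was read after 15 min at room temperature.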
GLP-1R agonist – qHTS of GLP-1 Receptor Agonists | AID 624172, 2012 | Glucagon-like peptide 1 receptor (Homo sapiens), P43220 | 0.007% of 380,000 active | HEK293 GLP-1R CRE-luciferase, luminescence, 4-6 h; cells express a hypersensitive GLP-1R form | Potency, µM (titrated, usually from 45.6 µM), for inactives: at the highest dose activation, most hits filed as activators; also: potency is read from the fitted curve at half-maximal effect; % of control where 0% means no effect
TDP43 rescue – qHTS of TDP-43 Inhibitors; TDP-43 expressing yeast growth rescue, BacTiter-Glo, 24 h; Potency, µM (doses to about 46.1 µM), inactives show top-dose growth rescue (activation), actives largely listed as activators; 1.8% of 410,000 active; also: potency is read from the fitted curve at half-maximal effect; % of control where 0% means no effect; nearly all actives have a fitted effect of over 50% in size
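Yeast cells expressing TDP-43 under galactose induction are exposed to compounds for 24 hr at 30 deg C. BacTiter-Glo luminescence measures growth, so protective compounds score as activators.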
DRD3 antagonist – qHTS of D3 Dopamine Receptor Antagonist: qHTS. D(3) dopamine receptor (Homo sapiens), P35462. D3R cells, DiscoveRx beta-arrestin luminescence, antagonist mode; stronger effect = lower value. max response, negative = inhibition, %. 2.5% of 360,000 active; in the data active = max response below about -50%; inconclusive = no clear call, values can overlap the other calls; also: % is scaled to controls: 0 for no effect and ±100 for the full control effect; mostly tested at two doses, the higher about 12 µM
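Cells plated overnight at 1500 cells/well, then exposed to library compounds with dopamine controls for 90 minutes at 37 degrees C. DiscoveRx reagent added for 30–60 minutes at room temperature; luminescence read, quantitative HTS format.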
KB-V1 cytotox – qHTS assay for MDR1-selective chemotherapeutics: Primary screen using the drug-selected MDR subline cells KB-V1; 3.4% of 400,000 active; Potency, µM (series often up to 46.1 µM), without a hit: at the top dose activity change, negative = cytotoxicity, usual class: cytotoxic; KB-V1 MDR cells viability, CellTiter-Glo, 72 h; AID 1347076, 2019; also: potency is read from the fitted curve at half-maximal effect; % is scaled to controls: 0 for no effect and ±100 for the full control effect; nearly all actives have a fitted effect of over 60% in size
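Readout: CellTiter-Glo luminescence, 10 min after addition. Cells: KB-V1 MDR subline, 72 h at 37 degrees C with compound. Analysis: corrected, normalized data fitted to concentration-effect curves.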
aSyn rescue – qHTS of alpha-syn Inhibitors | AID 652106, 2013 | Potency, µM (series often up to 46.1 µM), for the others: at the top dose growth rescue (activation), most hits filed as activators | Yeast expressing alpha-synuclein, growth rescue, BacTiter-Glo, 24 h | 0.14% of 370,000 active; also: potency is read from the fitted curve at half-maximal effect; % of control where 0% means no effect; nearly all actives have a fitted effect of over 65% in size
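Rescue of yeast growth: cells expressing toxic alpha-synuclein, induced in galactose at OD600 0.02, incubated with compound 24 h at 30 C. ATP luminescence quantified growth; inhibitors of toxicity appear as activators.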
DRD3 agonist – qHTS of D3 Dopamine Receptor Agonist: qHTS; AID 652048, 2013; max activation, %; D3R DiscoveRx beta-arrestin cells, luminescence, 90 min; 0.58% of 410,000 active; in the data active = max activation above about 30%; also: 0% is about no effect; mostly tested at two doses, the higher about 12 µM
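Cells at 1500/well, incubated overnight, then treated with pinned compounds (dopamine as control) for 90 min at 37 degrees C. DiscoveRx reagent added for 30 - 60 minutes at room temperature; luminescence read.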
GLP1R cytotox – qHTS of GLP-1 Receptor Inverse Agonists: Cytotox Screen. HEK293 cAMP-luciferase reporter cells, luminescence, 24 h. Potency, µM (series often up to 38.3 µM), without a hit: at the top dose activity change, negative = inhibition, most hits filed as inhibitors. 0.13% of 410,000 active;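 also: loss of luciferase light is scored as toxicity; potency is read from the fitted curve at half-maximal effect; % is scaled to controls: 0 for no effect and ±100 for the full control effect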
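Compound-treated cells are incubated 24 hr at 37 deg C under 5% CO2 after a 12 hour attachment period, then luciferase detection reagent is added and luminescence is measured following 12 min at room temperature; lowered signal indicates toxicity.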
* = called active by the depositor; i = inactive; ? = inconclusive; . = no result given; & = joins results of further samples; [ ] = remark or other dose. Unless noted, calls follow the shape of the dose curve; as a rule, active = well fitted curve in the direction sought with a large enough effect; inconclusive = small, poorly fitted or top-dose-only effect, or another doubt; inactive = no such curve, though single readings can be large; an effect the other way counts as inactive or inconclusive.

No. | structure | DRD3 antagonist | GLP-1R inv ag | aSyn rescue | KB-V1 cytotox | GLP-1R agonist | TDP43 rescue | DRD3 agonist | GLP1R cytotox | PTHR1 agonist
1 | Fc1c(F)c(F)c(NC2=NCCCCC2)c(F)c1F | -13 | -4% | 1% | 7% | 2% | -6% | 9 | 15% | -10%
2 | Cc1ccccc1NC(=O)/C(C#N)=C/c1ccccc1C(F)(F)F | 11 | -1% | -17% | -21% | -3% | 15% | -5 | 0% | -47%[inhibitor]
3 | CN(C(=O)Cn1nc(C(=O)O)c2ccccc2c1=O)C1CCCCC1 | 6 | 8% | 8% | 0% | 0% | -5% | 0 | 11% | -9%
4 | Cc1ccc2cc(CN(CCN(C)C)C(=O)Nc3ccc(Cl)cc3)c(=O)[nH]c2c1 | -10 | -22% | 0% | ? | 14% | 5% | -22 | 10% | -4%
5 | CC(=O)C1=CCC(c2ccco2)N(S(=O)(=O)c2ccc(C)cc2)C1 (stereo not given) | 7 | 8% | 24% | -6% | 2% | 12% | 6 | -5% | -7%
6 | CCN1C(=O)c2cccc3c(S(=O)(=O)Nc4ccc(O)c(C(=O)O)c4)ccc1c23 | -5 | 10%&5% | 1% | 9%&8% | -2% | 5%&4% | 6&-11 | -7%&5% | -24%
7 | CC(=O)c1cccc(NC(=O)C2CC(c3ccc(F)cc3)=NO2)c1 (stereo not given) | 13 | 8% | 7% | -2% | -2% | ? | -1 | -2% | i
8 | O=C(CSc1ccc(-c2ccccc2)nn1)N1CCN(c2ccccc2)CC1 | -2 | -5% | 1% | -3% | -1% | 0% | 0 | 2% | -12%
9 | CC(C)(C)OC(=O)NCCc1nnc(S(=O)(=O)Cc2ccc(Cl)cc2Cl)o1 | -71* | ? | ? | -4% | -28% | 14% | -15 | ? | -23%
10 | N#C/C(=C\c1ccc(-c2ccccc2)o1)C(=O)Nn1cnnc1 | -69* | 37%[activator] | -7% | 13% | -1% | 23% | 0 | ? | i
11 | CCCC(=O)N(c1ccc2oc(C)c(C(C)=O)c2c1)S(=O)(=O)c1ccc(CC)cc1 | . | -11% | 1% | 2.9µM* | 10% | 25% | -2 | -4% | -17%
12 | COc1ccc(C(C)(O)c2nc(-c3cccc(C(F)(F)F)c3)cs2)cc1 (stereo not given) | ? | ? | -48%[inhibitor] | 15% | 14% | -93%[inhibitor] | -9 | -16% | -23%
13 | CCOC(=O)N1CCC(Nc2c(NCCN3CCN(c4ccccc4F)CC3)c(=O)c2=O)CC1 | ? | 2%&9% | -9%&1% | 18%&2% | -1%&9% | 2%&13% | 9&3 | -15%&0% | i
14 | CCOC(=O)c1c(C)[nH]c(C(=O)CSc2ccccc2)c1C | 38 | ? | -4% | -8% | -22% | 7% | 2 | -22% | i
15 | CC1(C(=O)NCc2ccc3c(c2)OCO3)CCN1Cc1csc2ccccc12 (stereo not given) | 25 | ? | 5% | -25% | 14% | 10% | 3 | 4% | i
16 | Cn1c(=O)c2c(nc(CN3CCC(Cc4ccccc4)CC3)n2CCN2CCOCC2)n(C)c1=O | 17 | 0% | -10% | -2% | 2% | 0% | -3 | -12% | i
17 | COc1ccccc1S(=O)(=O)CC(O)COc1ccc(C#N)cc1 (stereo not given) | -2 | -7% | -4% | -28% | 4% | 12% | -6 | 14% | -10%
18 | Cc1ccc(S(=O)(=O)NC(=O)C2(C)CCN2C(=O)Cc2ccc(C(C)(C)C)cc2)cc1 (stereo not given) | 0 | -26% | 15% | -5% | -3% | 23% | -8 | -4% | -31%[inhibitor]
19 | O=C(N/N=C/c1coc2ccccc2c1=O)c1ccc(Cl)cc1 | -10 | ? | -15% | 6% | -23% | -28% | -23 | 7% | -18%
20 | Cc1c(NC(=O)Nc2ccccc2C(F)(F)F)c(=O)n(-c2ccccc2)n1C | 8 | -7%&6% | -2% | 0%&21% | -4%&-1% | -9%&0% | 1&-10 | -7%&1% | -12%&-10%
21 | COc1ccc(CCNC(=O)c2nnn(-c3cccc(C)c3)c2N)cc1OC | -10 | 0% | 2% | 9.2µM* | 35% | ? | -9 | 9% | i
22 | COCCOC(=O)c1c(C)oc2ccc(O)c(CN3CCC(C)CC3)c12 | 2 | 8% | -6% | -1% | -1% | -14% | -7 | -29% | -14%[57.5 µM]
23 | C[C@@H]1CN([C@H](C)CO)C(=O)CCCn2nncc2CO[C@H]1CN(C)S(=O)(=O)c1cccc(C#N)c1 | -16 | 13% | 0% | 2% | 1% | 14% | 5 | 0% | -12%
24 | CC(C)NC(=O)C1CCN(C2CCN(C(=O)c3cc4c(s3)CCCCC4)CC2)CC1 | 5 | -20% | 0% | -8% | 14% | -5%[0.397 µM] | -8 | -13% | -22%
25 | Cc1ccccc1CS(=O)(=O)c1ccc(C(=O)N2CCOCC2)cc1[N+](=O)[O-] | -7 | ? | 9% | ? | 2% | 3% | -7 | -6% | i
26 | CC1=C(C(=O)Nc2ccccc2)C(c2ccccc2[N+](=O)[O-])NC(=O)N1 (stereo not given) | 7 | 18% | 1% | ? | 6% | 1% | 3 | -3% | i
27 | Cc1ccc(OCC(=O)NS(=O)(=O)c2ccc(Cl)cc2)cc1 | -4 | -4% | -1% | . | 4% | 10% | -10 | 18% | -5%
28 | COC(=O)c1ccc(/C=N/NC(=O)c2ccc3nc[nH]c3c2)cc1 | 6 | 8% | 2% | -7% | 6% | 11% | 4 | 2% | i
29 | CCOC(=O)c1cnn(CCOC(=O)c2ccccc2)c1NC(=O)c1ccccc1 | -14 | -24% | -1% | 10µM* | 7% | -2% | 3 | -5% | i
30 | CC(C)c1ccc(C(O)Cc2nc3ccccc3n2C)cc1 (stereo not given) | -13 | -16% | 0% | ? | 13% | 5% | 2 | 6% | -21%
31 | O=C1C2C3C=CC(C2C(=O)N1C1CCCCC1)C1C2C(=O)N(C4CCCCC4)C(=O)C2C31 (stereo not given) | 10 | 11% | -1% | ? | 4% | -8% | 5 | 11% | -22%
32 | CCN1C/C(=C/c2cccs2)c2nc3ccccc3c(C(=O)O)c2C1 | -6 | 7% | 1% | 3% | -2% | -7% | -7 | -8% | -10%
33 | Cc1c(C(=O)Nc2ccc(F)c(F)c2)oc2ccc(S(=O)(=O)N(C)C3CCCCC3)cc12 | . | 8% | . | . | . | 21% | -4 | -10% | -64%
34 | CCN1CCN(Cc2nc3c(c(=O)n(C)c(=O)n3C)n2CC(=O)c2ccccc2)CC1 | -2 | -14% | -1% | 9% | -7% | 20% | -2 | 1% | 6%
35 | Cc1ccc(NC(=S)N/C(=N/S(=O)(=O)c2ccccc2)c2ccccc2)cc1 | ? | ? | -10%&-2% | -5%&0% | 3%&4% | -13%&14% | -4&-5 | ? | i
36 | CCn1c(SCC(N)=O)nnc1-c1ccc2c(c1)OCO2 | 3 | -3% | ? | 0% | -4% | -8% | 3 | 5% | i
37 | COc1cc(OC)cc(C(=O)NCC(=O)N2CCCCCCC2)c1 | -17 | -26% | -1%[1.84 µM] | 5% | 3% | 5% | -1 | -28% | -8%
38 | COc1ccc(C(=O)NCc2ccc3c(c2)CCN3C(=O)c2ccncc2)cc1 | . | -8% | . | 6% | . | 23% | -5 | 0% | i
39 | COc1cc(C(=O)Nc2nc3ccccc3[nH]2)cc(OC)c1OC | 24 | 13% | 0% | ? | -7% | -25% | 14 | -11% | -34%
40 | CCOC(=O)C1CCCN(C(=O)COc2ccccc2F)C1 (stereo not given) | 18 | 17% | 0% | 0% | 0% | 19% | 4 | 7% | i
41 | O=C(O)Cc1sc(NCc2ccco2)nc1-c1ccccc1 | 15 | -7% | 2% | ? | -1% | -1% | 5 | -11% | 3%
42 | NNc1nc(-c2ccccc2)cs1 | -15 | ? | -9% | -10% | 5% | -11%[9.22 µM] | -10 | -12% | -38%[inhibitor]
43 | O=C(NCC#CCOCc1ccccc1)c1ccccc1 | -25 | 6% | 0% | -6% | 6% | -7% | -24 | 26% | -3%

Ordered by length of the SMILES (descending): some entries from above.
No. | structure | DRD3 antagonist | GLP-1R inv ag | aSyn rescue | KB-V1 cytotox | GLP-1R agonist | TDP43 rescue | DRD3 agonist | GLP1R cytotox | PTHR1 agonist
33 | Cc1c(C(=O)Nc2ccc(F)c(F)c2)oc2ccc(S(=O)(=O)N(C)C3CCCCC3)cc12 | . | 8% | . | . | . | 21% | -4 | -10% | -64%
38 | COc1ccc(C(=O)NCc2ccc3c(c2)CCN3C(=O)c2ccncc2)cc1 | . | -8% | . | 6% | . | 23% | -5 | 0% | i
39 | COc1cc(C(=O)Nc2nc3ccccc3[nH]2)cc(OC)c1OC | 24 | 13% | 0% | ? | -7% | -25% | 14 | -11% | -34%

Molecules shown so far that have a thiophene ring, fused or not, in the order listed:
No. | structure | DRD3 antagonist | GLP-1R inv ag | aSyn rescue | KB-V1 cytotox | GLP-1R agonist | TDP43 rescue | DRD3 agonist | GLP1R cytotox | PTHR1 agonist
15 | CC1(C(=O)NCc2ccc3c(c2)OCO3)CCN1Cc1csc2ccccc12 (stereo not given) | 25 | ? | 5% | -25% | 14% | 10% | 3 | 4% | i
24 | CC(C)NC(=O)C1CCN(C2CCN(C(=O)c3cc4c(s3)CCCCC4)CC2)CC1 | 5 | -20% | 0% | -8% | 14% | -5%[0.397 µM] | -8 | -13% | -22%
32 | CCN1C/C(=C/c2cccs2)c2nc3ccccc3c(C(=O)O)c2C1 | -6 | 7% | 1% | 3% | -2% | -7% | -7 | -8% | -10%

High-throughput results deposited in PubChem BioAssay by National Center for Advancing Translational Sciences (NCATS).

These rows are one share of the data. The share of hits here may be higher or lower than overall.
